# Screening results deposited in PubChem by National Center for Advancing Translational Sciences (NCATS).
# Chronic BCR inh = inhibitors of chronic active B-cell receptor signaling; 0.05% of 340,000 active; ABC-DLBCL IkBa-CBG/CBR reporter, luminescence ratio, 4 h; Potency, µM (highest dose often 46.1 µM), for inactives: at the highest dose ratio change, negative = lower green/red ratio, most hits filed as inhibitors; active = well fitted inhibition curve with a large enough effect in the signal ratio, with a control signal flat, not every such curve was filed as active; inconclusive = small, poorly fitted or top-dose-only effect, or effect the other way, or a change in a side signal; the % refers to the signal ratio;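 note: plate controls were basal doxycycline-induced cells for no effect and cells given 10 µM MG132 for full effect; MG132 reads +100%, hits lower the ratio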
#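 Cell line TMD8 (human ABC DLBCL), stably expressing tet-inducible CBG68-IkBa fusion and CBR; IMDM/0.5% FBS; cpd up to 46 uM; dox induction, 4 h, 37C/5% CO2; dual luminescence; green/red ratio; MG132 control.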
# Active calls of the source: *; ? = inconclusive. Potency is the fitted concentration of half-maximal effect.
Chronic BCR inh,Compound
?,COc1ccc(/C=C/c2onc(C)c2S(=O)(=O)N2CCC(C(=O)N3CCCCC3)CC2)cc1
1.2%,Cc1cccc(C(=O)Nc2ccc(-c3nc4ccccc4s3)c(C)c2)c1
-2.6%,CCCOc1ccc(C2C(=O)N(C3CCCCC3)CC(=O)N2CCc2ccccc2)cc1OC (stereo not given)
0.8%,COc1ccccc1NC(=O)c1cc(S(=O)(=O)NCCC2=CCCCC2)ccc1F
?,O=S(=O)(NCC(c1cccs1)S(=O)(=O)c1ccccc1)c1ccc(F)cc1 (stereo not given)
-4.1%,CCOc1ccc(C(=O)Nc2cc(NC(=O)c3ccco3)ccc2OC)cc1Br
-1.9%,Cc1cccc(N2CCN(S(=O)(=O)c3ccc(F)c(C(=O)Nc4cccc(Cl)c4C)c3)CC2C)c1 (stereo not given)
?,Cc1ccc(NC(=O)c2oc3ccc(S(=O)(=O)N4CCC5(CC4)OCCO5)cc3c2C)cc1Cl
3.8%,Cc1nc2c(C(=O)NCc3ccccc3Cl)cnn2c(C)c1Cc1ccccc1
-1.0%,CC(=O)N1c2ccc(S(=O)(=O)NCc3ccc(Cl)cc3)cc2CC1C (stereo not given)
?,Cc1ccc(OCC(=O)Nc2ccc(Cl)c(-c3nc4ncccc4o3)c2)c(C)c1
?,COc1cccc(NC(=O)c2cnn(-c3ccccc3)c2-n2cccc2)c1
-12.3%,COc1ccc(N2CC(NC(=O)COc3ccc4ccccc4c3)CC2=O)cc1OC (stereo not given)
?,COc1ccc(-c2cc(=O)n3[nH]cnc3n2)cc1
?,CCOC(=O)N1CCc2c(sc3c2C(=O)NC(c2cc(OC)c(O)c(OC)c2)N3)C1 (stereo not given)
0.7%,CCC(C)NC(=O)c1ccc2c(c1)N(Cc1ccccc1)C(=O)c1ccccc1S2 (stereo not given)
4.4%,CC(C)CCNC(=O)c1cc(Sc2ccc(F)cc2F)nc2ccccc12
17.5%,CCOC(=O)c1cc(-c2ccccc2)n(-c2cccc(C(=O)N(CC)c3ccccc3)c2)c1C
15.9%,COCCCn1c(SCC(=O)NCc2ccccc2)nc2c(sc3ccccc32)c1=O
?,COc1cc(NC(=O)Cn2c(-c3ccccc3)cc(C(C)=O)c2C)cc(OC)c1
?,CCC1=Nc2cc(C(=O)NCCCOC(C)C)ccc2Sc2ccc(C)cc21
-1.3%,COc1ccc2cc(C(=O)NCc3ccc4c(c3)CCN4C(=O)c3ccc(C)cc3)[nH]c2c1
0.0%,CCOc1ccc(S(=O)(=O)NCC(c2ccco2)S(=O)(=O)c2ccc(F)cc2)cc1 (stereo not given)
?,CCS(=O)(=O)c1ncc(Cl)c(C(=O)NCc2ccc(OC)cc2)n1
12.4%,Cc1c(C(=O)Nc2ccccc2Cl)oc2ccc(S(=O)(=O)N3CCCCC3)cc12
-2.8%,CCOc1ccc(-c2nnc(SCC(=O)NCc3ccc(C)cc3)nc2-c2ccc(OCC)cc2)cc1
0.2%,CCOCCn1ccc2c(OCC(=O)Nc3cc(C(F)(F)F)ccc3Cl)cccc2c1=O
11.6%,CCOC(=O)c1c(S(=O)(=O)N2CCC(C(=O)Nc3ccc(C)c(Cl)c3)CC2)c(C)n(C)c1C
24.3%,Cc1cc2c(cc1S(=O)(=O)Nc1cc(C(F)(F)F)cc(C(F)(F)F)c1)OCC(=O)N2
?,Cn1nnc2c(NCc3c(F)cccc3F)ncnc21
-3.8%,COc1ccc(CCNC(=O)c2ccc3c(c2)nc(C)n3-c2ccc(Br)cc2)cc1OC
?,COc1cccc(Nc2nc3cc(C)ccc3nc2NS(=O)(=O)c2ccc(Cl)cc2)c1
-10.3%,CCOc1ccc(N2CC(NC(=O)/C=C\c3ccc4c(c3)OCO4)CC2=O)cc1 (stereo not given)
?,O=C(CSCc1ccccc1Cl)N1CCN(c2ccc(F)cc2)CC1
?,Cc1ccc(-n2ncc3c(NC4CCCC4)ncnc32)cc1
0.4%,O=C(NC1CCCCC1)c1ccc2c(c1)N(Cc1cccc(F)c1)C(=O)c1ccccc1S2
1.8%,CCOCCCNC(=O)c1c[nH]c2ccc(S(=O)(=O)N(C)c3ccc(Cl)cc3F)cc2c1=O
-0.9%,CCOc1ccc(CC(=O)NC2CC(=O)N(c3ccc(C)c(C)c3)C2)cc1 (stereo not given)
-7.3%,Cc1cccc(OCC(=O)NCc2ccc3c(c2)CCN3C(=O)c2ccccc2)c1
10.1%,COc1cc2ccccc2cc1C(=O)N1CCN(c2nc3ccc(F)cc3s2)CC1
0.2%,COc1cc(C2C(=O)N(C3CCC(C)CC3)CC(=O)N2CCc2ccc(Cl)cc2)ccc1OC(C)C (stereo not given)
-3.0%,COc1ccc(CCNc2nc(SCc3ccc(Cl)cc3)nc3ccccc23)cc1OC
?,O=C(CN1C(=O)COc2ccc(S(=O)(=O)N3CCCCCC3)cc21)NCc1ccc(Cl)cc1
?,COc1ccc(C(=O)Nc2ccc3oc(-c4ccc(F)cc4Cl)nc3c2)cc1
?,Cc1ccc(NC(=O)CSc2nc(=O)n(CCCN(C)C)c3c2CCC3)cc1F
12.0%,Cc1cc(=O)[nH]c2nnc(SCc3ccc(Cl)c(Cl)c3)n12
?,C=CCc1c(C)nc2nc(SCC(=O)Nc3ccc(C)c(C)c3)nn2c1C
?,Cc1ccc2nc(N(Cc3cccnc3)C(=O)c3cccs3)sc2c1
2.6%,COc1ccc(CC(=O)NCC(c2cccs2)S(=O)(=O)c2ccc(F)cc2)cc1 (stereo not given)
?,O=C(c1cccn2c(=O)c3cc(Cl)ccc3nc12)N1CCN(c2ccccc2F)CC1
?,Clc1cccc(-n2ncc3c(NC4CCCCC4)ncnc32)c1
-0.5%,Cc1ccc(C)c(NC(=O)c2cc(S(=O)(=O)NCCc3ccccc3)ccc2F)c1
-21.0%,Cc1ccc(N2CC(NC(=O)C3CC3)CC2=O)cc1C (stereo not given)
-4.6%,CC(=O)c1ccc(N2C(=O)Nc3ccccc3S2(=O)=O)cc1
7.5%,COc1cc(C2CC(=O)Nc3c2c(=O)n(C)c(=O)n3C)cc(OC)c1OC (stereo not given)
?,CCS(=O)(=O)NCC(c1ccco1)N1CCN(c2ccc(OC)cc2)CC1 (stereo not given)
8.4%,Cc1cccc(-n2c(SCC(=O)c3ccccc3)nnc2-c2ccc(Br)cc2)c1
-16.6%,O=C(CCC1N=C2c3ccccc3N=C(SCc3ccccc3Cl)N2C1=O)NCc1cccs1 (stereo not given)
?,COc1ccc2c(c1)CCc1sc(NC(=O)c3ccc(Br)cc3)nc1-2
?,Cc1cc(C)n(-c2nc(C)c(C)c(=O)n2CC(=O)Nc2ccc([N+](=O)[O-])cc2)n1

# Going on with the list:
Chronic BCR inh,Compound
5.1%,CC(=O)N1CCc2cc(Br)cc(S(=O)(=O)NCCc3cccc(C)c3)c21
-0.8%,C=CCc1c(C)nc2nc(SCC(=O)Nc3ccc(OCC)cc3)nn2c1C
?,O=C(Nc1cc(Cl)cc(Cl)c1)c1cc(S(=O)(=O)NC2CCCC2)ccc1F
?,CCc1cccc(NC(=O)C2CCN(S(=O)(=O)c3cccc(-c4noc(C)n4)c3)CC2)c1
-5.2%,CCOCCCNC(=O)c1ccc2c(=O)n(CCc3ccc(OC)c(OC)c3)c(=O)[nH]c2c1
5.5%,O=C1C(c2ccc(F)cc2)N(Cc2ccccc2Cl)C(=O)CN1C1CCCCC1 (stereo not given)
4.0%,Cc1ccc(CNC(=O)c2cc(Sc3ccc(F)cc3F)nc3ccccc23)cc1
-24.7%,Cc1ccc(C(c2sc3nc(-c4ccco4)nn3c2O)N2CCC3(CC2)OCCO3)cc1 (stereo not given)
5.4%,COc1cccc(N2CCN(C(=O)C(CCSC)NS(=O)(=O)c3ccc4c(c3)oc(=O)n4C)CC2)c1 (stereo not given)
?,O=C(Nc1nc(-c2ccccc2)ns1)c1ccc(Cl)cc1
-9.6%,Cc1cn(C)c(CC(=O)NCc2ccc(F)cc2)c1C(=O)O
-0.7%,Cn1ccc2c(OCC(=O)NCc3ccc(F)cc3)cccc2c1=O
7.9%,O=C(CC1N=C2c3ccccc3N=C(SCc3cccc(Cl)c3)N2C1=O)NC1CCCCC1 (stereo not given)
7.1%,O=C(NCCc1ccccc1)C(=O)NCC(c1ccco1)S(=O)(=O)c1ccccc1 (stereo not given)
-15.0%,CCOc1ccc(C(=O)Cn2c(=O)n3nc(CCn4nc(C)cc4C)nc3c3cc(OC)c(OC)cc32)cc1
0.7%,COc1ccc(-c2nc3scc(CCNS(=O)(=O)c4cc(F)ccc4OC)n3n2)cc1OC
-10.2%,O=C(CCC1N=C2c3ccccc3N=C(SCc3ccc(F)cc3)N2C1=O)NCc1ccc(F)cc1 (stereo not given)
18.2%,O=C(CSc1nc(=O)[nH]c2c1CCCC2)Nc1cc(C(F)(F)F)ccc1Cl
0.7%,COc1ccccc1CNC(=O)CCC1N=C2c3ccccc3N=C(SCc3ccc(Cl)cc3)N2C1=O (stereo not given)
-10.0%,COc1ccc(OCC(=O)Nc2ccc3nn(-c4ccc(OC)cc4)nc3c2)cc1
-3.5%,CCOC(=O)c1c(S(=O)(=O)N2CCCC(C(=O)Nc3cccc(Cl)c3)C2)c(C)n(C)c1C (stereo not given)
-15.6%,COc1ccccc1-n1ncc2c(=O)[nH]c(SCC(=O)Nc3ccc(Cl)cc3)nc21
-1.1%,CCOC(=O)c1c(S(=O)(=O)N2CCCC(C(=O)Nc3cc(C)ccc3OC)C2)c(C)n(C)c1C (stereo not given)
19.2%,Cc1cc(C)n(CCc2nc3c4ccccc4nc(SCc4ccc(Cl)cc4)n3n2)n1
0.0%,COc1ccccc1NCc1nnc2n1CCCCC2
?,CN1C(=O)c2ccccc2Sc2ccc(NC(=O)c3ccc(C#N)cc3)cc21
-29.3%,Cc1c(Cl)cccc1NC(=O)CSc1nc(=O)n(Cc2cccnc2)c2c1CCC2
?,O=C(COc1ccc(F)cc1)NCc1ccc2c(c1)CCN2C(=O)c1ccccc1
13.1%,COc1ccc(CC(=O)NCc2ccc3c(c2)CCN3C(=O)c2ccc(C)cc2)cc1OC
1.7%,Cc1ccc(C2C(=O)N(C3CCCCCC3)CC(=O)N2CCC2=CCCCC2)cc1 (stereo not given)
-3.7%,O=S(=O)(NCC(c1ccco1)S(=O)(=O)c1ccccc1)c1cc(F)ccc1F (stereo not given)
16.1%,Cc1cccc(NC(=O)CSc2nnc3[nH]c(=O)cc(-c4ccccc4)n23)c1C
?,CCC(=O)NNc1ncnc2c1cnn2-c1ccc(C)c(Cl)c1
-0.4%,CCOC(=O)c1c(C)[nH]c(C)c1S(=O)(=O)N1CCC(C(=O)NCc2ccc(OC)cc2)CC1
1.9%,COc1ccc(NC(=O)CSc2nc3nc(C)c(Cc4ccccc4)c(C)n3n2)cc1OC
0.4%,COc1ccc(CNC(=O)c2ccc3c(c2)N(Cc2cccc(Cl)c2)C(=O)c2ccccc2S3)c(OC)c1

# A run of entries taken from the entries so far, for reference:
Chronic BCR inh,Compound
-3.5%,CCOC(=O)c1c(S(=O)(=O)N2CCCC(C(=O)Nc3cccc(Cl)c3)C2)c(C)n(C)c1C (stereo not given)
-15.6%,COc1ccccc1-n1ncc2c(=O)[nH]c(SCC(=O)Nc3ccc(Cl)cc3)nc21
-1.1%,CCOC(=O)c1c(S(=O)(=O)N2CCCC(C(=O)Nc3cc(C)ccc3OC)C2)c(C)n(C)c1C (stereo not given)
19.2%,Cc1cc(C)n(CCc2nc3c4ccccc4nc(SCc4ccc(Cl)cc4)n3n2)n1
0.0%,COc1ccccc1NCc1nnc2n1CCCCC2
?,CN1C(=O)c2ccccc2Sc2ccc(NC(=O)c3ccc(C#N)cc3)cc21
-29.3%,Cc1c(Cl)cccc1NC(=O)CSc1nc(=O)n(Cc2cccnc2)c2c1CCC2
?,O=C(COc1ccc(F)cc1)NCc1ccc2c(c1)CCN2C(=O)c1ccccc1
13.1%,COc1ccc(CC(=O)NCc2ccc3c(c2)CCN3C(=O)c2ccc(C)cc2)cc1OC
1.7%,Cc1ccc(C2C(=O)N(C3CCCCCC3)CC(=O)N2CCC2=CCCCC2)cc1 (stereo not given)
-3.7%,O=S(=O)(NCC(c1ccco1)S(=O)(=O)c1ccccc1)c1cc(F)ccc1F (stereo not given)
16.1%,Cc1cccc(NC(=O)CSc2nnc3[nH]c(=O)cc(-c4ccccc4)n23)c1C
?,CCC(=O)NNc1ncnc2c1cnn2-c1ccc(C)c(Cl)c1

# Continued.
Chronic BCR inh,Compound
?,Fc1ccc(-n2ncc3c(NCCC4=CCCCC4)ncnc32)cc1
0.0%,COc1ccc(C)cc1NC(=O)c1oc2ccc(S(=O)(=O)N3CCCCC3)cc2c1C
6.5%,Cc1ccc(C2CCN(C(=O)Nc3ccc(Cl)cc3)C2)cc1 (stereo not given)
11.9%,COc1cccc2sc(N(Cc3cccnc3)C(=O)c3ccco3)nc12
?,CCCOc1ccc(C2C(=O)N(C3CCC(C)CC3)CC(=O)N2CCC2=CCCCC2)cc1OC (stereo not given)
11.7%,Cc1ccc(Cn2c(SCC(=O)C(C)(C)C)nc3ccsc3c2=O)cc1
-1.3%,O=C(Nc1cc(Cl)ccc1Cl)c1ccc2c(c1)N(Cc1cccc(Cl)c1)C(=O)c1ccccc1S2=O (stereo not given)
7.3%,Fc1ccc(-n2ncc3c(Nc4ccc(Oc5ccccc5)cc4)ncnc32)cc1
?,Cc1ccccc1CN1C(=O)C(O)(CC(=O)c2ccccc2)c2cc(Cl)ccc21 (stereo not given)
?,CCOC(=O)c1cccc(NC(=O)CCn2c(-c3ccc(F)cc3)cc(C(=O)OCC)c2C)c1
-9.6%,CCc1ccc(NCc2cc3cc4c(cc3n(CC(=O)Nc3ccc(OC)cc3)c2=O)OCO4)cc1

# This is a subset; the hit share may differ from the screen's.
